Screening results (PubChem BioAssay)
ERK EGF block = qHTS Assay for Inhibitors of the ERK Signaling Pathway using a Homogeneous Screening Assay; Stimulation with EGF | HEK293-V1b, EGF-stimulated phospho-ERK AlphaScreen | Potency, µM (top dose mostly 11.5 µM), for inactives: at the highest dose activity change, negative = inhibition, usual class: inhibitors | 130,000 compounds, 0.41% hits | AID 1454, 2008; active means well fitted inhibition curve with a large enough effect; inconclusive means small, poorly fitted or top-dose-only effect, or effect the other way;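 further: plate controls were stimulated vehicle wells for no effect and unstimulated vehicle basal for full effect; nearly all actives have a fitted effect of over 55% in size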
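HEK293 cells stably expressing V1b receptor, serum-reduced (1% FBS) overnight, got compound for 30 min at 37C, then 25 nM EGF for 5 min. Lysate phospho-ERK read by AlphaScreen SureFire; AC50 from Hill fits.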
Starred values were filed as active, the others as inactive; ? = inconclusive; & = joins results of further samples; [ ] = remark or other dose. Potency means the concentration at half of the fitted maximal effect. Only part of the results is shown; rates above refer to the full screens.

SMILES	ERK EGF block
CCOC(=O)C1CCN(C(=S)NC2CC3C=CC2C3)CC1 (stereo not drawn)	4%[57.5 µM]
Cc1cccc(CSc2nnc(CCNC(=O)OC(C)(C)C)o2)c1	-4%[57.5 µM]
CC1(C)C([N+](=O)[O-])C(c2ccc(F)cc2)NC(c2ccc(F)cc2)C1[N+](=O)[O-] (stereo not drawn)	-2%[57.5 µM]
COc1ccccc1NC(=O)C(=O)N/N=C/c1cccs1	4%
O=C1CC(=O)CC(c2ccccc2Cl)C1	-9%
CC(=O)c1c(C)[nH]c(C(=O)NCc2ccco2)c1C	-6%
CC(=O)Cc1nsc(NC(=O)c2cccc(F)c2)n1	2%
CCOc1ccc(N2C(=O)/C(=C/c3ccccc3)N=C2SC)cc1	7%
COC(=O)c1ccc(CN2CCN(CCCc3ccccc3)C(CCO)C2)cc1 (stereo not drawn)	-1%
CN(C)c1nc2n(c(=O)n1)C(C#N)CS2 (stereo not drawn)	9%
O=C(O)c1ccccc1NCCO	4%
CCCCCN(C(=O)NC(=O)Nc1ccc(C)cc1C)S(C)(=O)=O	-1%
CS(=O)(=O)c1ccc(Cl)c(NC(=O)c2cccc(Br)c2)c1	0%
Nc1nnnn1CC(=O)N/N=C/c1ccc(-c2cccc(Cl)c2)o1	-7%
Cc1ccc2c(c1)C1CN(C)CCC1N2C(=O)COc1ccc(N(C)C(=O)c2ccccc2)cc1 (stereo not drawn)	-5%
C#CC(C)(C)NC(=O)c1sccc1Oc1ccc(F)cc1[N+](=O)[O-]	2%
CC(C)CC(=O)NCCCN1CCN(CCCNC(=O)CC(C)C)CC1	8%
S=c1[nH]nc(Cc2cccc3ccccc23)o1	-4%
COCCOC(=O)c1sc2nc[nH]c(=O)c2c1C	-10%
Cc1ccc(OCC(=O)N/N=C/c2ccc3c(c2)OCO3)cc1C	-4%
COCCN(C(=O)CSc1nnc(Nc2ccc(C)cc2)s1)c1c(N)n(CC(C)C)c(=O)[nH]c1=O	3%
COC(=O)CNS(=O)(=O)c1ccc(Cc2ccc(S(=O)(=O)NCC(=O)OC)cc2)cc1	-2%[57.5 µM]
CCC(=O)c1ccc(OCC(=O)NC2(C#N)CCCCC2)cc1	-8%
COc1ccc(CN(CC2CCC(C(=O)O)CC2)C(=S)Nc2cccc(C)c2)cc1 (stereo not drawn)	11%
COC(=O)c1c(N)sc2c1CC(C)(C)OC2	-3%

7 records drawn at random from those above:
SMILES	ERK EGF block
O=C(O)c1ccccc1NCCO	4%
Cc1ccc2c(c1)C1CN(C)CCC1N2C(=O)COc1ccc(N(C)C(=O)c2ccccc2)cc1 (stereo not drawn)	-5%
COc1ccccc1NC(=O)C(=O)N/N=C/c1cccs1	4%
COCCN(C(=O)CSc1nnc(Nc2ccc(C)cc2)s1)c1c(N)n(CC(C)C)c(=O)[nH]c1=O	3%
CS(=O)(=O)c1ccc(Cl)c(NC(=O)c2cccc(Br)c2)c1	0%
CCCCCN(C(=O)NC(=O)Nc1ccc(C)cc1C)S(C)(=O)=O	-1%
O=C1CC(=O)CC(c2ccccc2Cl)C1	-9%

(list continues)
SMILES	ERK EGF block
CN1CCC(OC(=O)COc2ccc(Cl)cc2Cl)CC1	0%
COc1ccc(CCNC(=O)COC(=O)c2cc(S(=O)(=O)NCc3ccccc3)ccc2O)cc1OC	-7%[57.5 µM]
CN1C2CCC1CC(NC(=O)CSc1ccc(C(C)(C)C)cc1)C2 (stereo not drawn)	1%[57.5 µM]
CCOc1ccc(-n2c(=S)sc3c(=O)[nH]c(SCC(=O)NCC4CCCO4)nc32)cc1 (stereo not drawn)	1%
Cc1nn2c(SCC(=O)c3cccs3)cc(C(C)(C)C)nc2c1-c1ccccc1	3%
Cc1noc(C)c1COC(=O)CCCNC(=O)c1ccc(Cl)cc1	1%
Cc1ccc(NC(=S)NCc2ccccc2)cc1S(=O)(=O)N1CCCCC1	-1%
Cc1ccc(S(=O)(=O)Oc2ccccc2/C=N/N=C(N)N)cc1	-14%[57.5 µM]
CCOC(=O)C(NCCc1ccccc1)(NC(C)=O)C(F)(F)F (stereo not drawn)	5%
CC(C(=O)N1CCCCC1)n1sc2ccccc2c1=O (stereo not drawn)	-1%
C=CCn1c(SCc2cc(C(C)=O)ccc2OCC)nc2ccccc2c1=O	11%
O=C(C(=S)N1CCOCC1)c1c[nH]c2ccccc12	-13%
CCOCCCNC(=O)CN1C(=O)CSc2ccccc21	-3%
Cc1cccc(N2CCN(Cc3cn(C)nc3-c3ccccc3F)CC2)n1	-2%
O=C(O)c1cccc(COc2ccc3c(c2)CCC3)c1	24%[57.5 µM]
COC(=O)CSc1nnc(COc2ccc([N+](=O)[O-])cc2)n1C	2%
COc1ccccc1N1CCN(/N=C/c2cccc(O)c2)CC1	8%
CC(C)(C)SCCNC(=O)CN1C(=O)c2ccccc2S1(=O)=O	9%
CC(=O)Nc1sc(N/N=C\c2ccc(O)cc2)nc1-c1cccs1	4%[57.5 µM]
NC1(C(=O)O)CC(C(=O)O)C1 (stereo not drawn)	15%&-7%
COc1ccc(NC(=O)c2cc3c(=O)n(C)c4ccccc4c3n2C)cc1Cl	6%[57.5 µM]
COc1ccc(NC(=O)CN2C(=O)CSC2=O)cc1	0%
COc1ccccc1NC(=O)c1ccc2snnc2c1	-2%
CC(C)CC(CO)N1CCN(C(=O)c2ccc(Cl)cc2Cl)CCC1=O (stereo not drawn)	-8%
O=C(c1cccc(S(=O)(=O)N2CCCCCC2)c1)N1CCN(c2ccccc2)CC1	-1%
More entries:
SMILES	ERK EGF block
C/C=C/C=C/[C@H]1Cc2cc(O)cc(O)c2O1	5%[57.5 µM]
C=CCNC(=O)CC(=O)N/N=C/c1ccc(F)cc1	0%
CN1C(=S)SC2CS(=O)(=O)CC21C (stereo not drawn)	-1%[57.5 µM]
CCOc1cc(/C=C2\SC(=O)N=C2N)ccc1O	-4%
COc1ccccc1NC(=O)NCc1ccccc1F	15%
CC(C)(C)C(=O)Nc1nc(-c2ccccc2)ns1	2%
COc1ccc(C2c3ccc(O)cc3Oc3ncn(CCCO)c(=N)c32)cc1 (stereo not drawn)	1%[57.5 µM]
O=C(O)CNC(=S)N(Cc1ccccc1)Cc1cccs1	3%
COc1ccc(C2NCCc3c2[nH]c2ccccc32)cc1CSc1nc2ccccc2s1 (stereo not drawn)	-1%
COc1ccccc1-n1cnnc1SCC(=O)Nc1cc(C)on1	0%
CCCCCNC(=O)c1c[nH]c2ccc(S(=O)(=O)N3CCC4(CC3)OCCO4)cc2c1=O	-8%
CC(C)COc1ccc(C(=O)NC(=S)Nc2ccc(CN3CCOCC3)cc2)cc1	-2%
O=c1cc(CO)oc(C(Nc2ccccn2)c2ccccc2Cl)c1O (stereo not drawn)	?
CCOc1ccc(C2C(C#N)=C(N)Oc3nc[nH]c(=O)c32)cc1 (stereo not drawn)	4%
Cc1ccc(NC(=O)COC(=O)[C@H](C)NC(N)=O)c(C)c1	1%
CC(C)NC(=O)NC(=O)COC(=O)c1ccc(OC(F)(F)F)cc1	3%
CNC(=O)Oc1ccc2c(c1)[C@@]1(C)CCN(C)[C@@H]1N2C	-7%
COc1ccc(Nc2oc(-c3ccccc3Cl)nc2C#N)cc1	-2%
Cc1ccc(-c2nnn(CC(=O)N(Cc3cccs3)C(C(=O)NCC3CCCO3)c3ccco3)n2)o1 (stereo not drawn)	25%
Cc1cnc(C(=O)Nc2ccc(C)c(S(=O)(=O)N(C)C)c2)cn1	4%
CCN(C(=O)COC(=O)c1c2c(nc3ccccc13)/C(=C/c1ccccc1)CC(C)C2)C1CCS(=O)(=O)C1 (stereo not drawn)	1%
CC(C)OC(=O)[C@@H]1C=C[C@H](C)[C@@H](CCCCOCc2ccccc2)O1	2%
CCN(CC)CCNC(=O)c1cc(S(C)(=O)=O)ccc1OC	-6%[57.5 µM]
C/C(=N\NC(=O)CCc1c[nH]c2ccccc12)c1cccc([N+](=O)[O-])c1	-1%
Cc1ccc(Cn2c(=O)c3cccnc3n(CC(=O)Nc3cccc(C(F)(F)F)c3)c2=O)cc1	16%

An excerpt from above in order of their number in ERK EGF block, descending:
| structure | ERK EGF block |
| --- | --- |
| O=C(O)CNC(=S)N(Cc1ccccc1)Cc1cccs1 | 3% |
| CC(C)(C)C(=O)Nc1nc(-c2ccccc2)ns1 | 2% |
| COc1ccc(C2NCCc3c2[nH]c2ccccc32)cc1CSc1nc2ccccc2s1 (stereo not drawn) | -1% |

Of the compounds above, these contain a CF3 group.
SMILES	ERK EGF block
CCOC(=O)C(NCCc1ccccc1)(NC(C)=O)C(F)(F)F (stereo not drawn)	5%
CC(C)NC(=O)NC(=O)COC(=O)c1ccc(OC(F)(F)F)cc1	3%
Cc1ccc(Cn2c(=O)c3cccnc3n(CC(=O)Nc3cccc(C(F)(F)F)c3)c2=O)cc1	16%

New compounds follow:
SMILES	ERK EGF block
CC(=O)Nc1ccc(/C=N/NC(=O)CNC(=O)c2ccccc2)cc1	-3%
O=C(CSc1nc2[nH]ncc2c(=O)[nH]1)NCc1ccccc1Cl	-5%
CC1(C)CC(=O)C(C=Nc2ccc(Cl)cn2)=C(O)C1	-2%[57.5 µM]
COCCn1cnc2c1c(=O)n(CC(=O)OCC(=O)NCCCc1ccccc1)c(=O)n2Cc1ccccc1	4%
COc1ccccc1N(CC(=O)NCc1ccccc1)C(=O)CCC(=O)Nc1ccccn1	5%
CCOC(=O)Cc1csc(N/C(=N/S(=O)(=O)c2ccc(Cl)cc2)c2ccccc2)n1	12%
COc1ccc(CC(=O)OCC(=O)Nc2ccc(Br)cc2)cc1	-6%
O=C(c1ccc2c(c1)OCO2)C1CCCN(Cc2cn[nH]c2-c2ccccc2)C1 (stereo not drawn)	2%
CCN(CCn1cccn1)Cc1nc(Cc2cccc(F)c2)no1	-14%
CCCn1c(N)c(N(CCOC)C(=O)/C=C/c2ccc(C(=O)OC)cc2)c(=O)[nH]c1=O	3%
Cc1ccc(CNc2nc(N)c([N+](=O)[O-])c(NCCO)n2)cc1	1%[57.5 µM]
Cc1cc(C)c2cc(CN(CC3CCCO3)C(=S)NCc3ccco3)c(=O)[nH]c2c1 (stereo not drawn)	-5%
CC(C)C(O)(C(=O)NNc1ccccc1)C(C)C	-21%[57.5 µM]
COC(OC)C12c3ccccc3C(c3ccccc31)C1C(=O)N(c3cccnc3)C(=O)C12 (stereo not drawn)	-9%
COc1cccc(C(=O)O/N=C(\N)c2ccncc2)c1OC	3%
O=C(NCCc1csc(-c2cccnc2)n1)c1cccs1	14%
C#CCOCCOCCOCCNc1nc(N2CCOCC2)nc(N2CCN(C(=O)[C@H]([C@@H](C)CC)n3cc([C@@H](N)CO)nn3)CC2)n1	-5%[57.5 µM]
CCN(CC(=O)NCCc1ccccc1)S(=O)(=O)c1ccccc1	11%[57.5 µM]
Cn1c(C(=O)N2CCc3ccccc3C2)cc2oc3ccccc3c21	?
Cc1ccc(NC(=O)COC(=O)c2ccc3c(c2)C(=O)N(CCc2ccccc2)C3=O)c(C)c1	-1%
CCn1c2c(c(=N)c3c1CCC3)CCC2	3%
Cc1ccc(C)c(OCCCC(C)(C)C(=O)O)c1	2%[57.5 µM]
COc1ccc(/C=C(/NC(=O)c2ccc([N+](=O)[O-])cc2)C(=O)NC(C)(C)C)cc1	-12%[57.5 µM]
CCOC(=O)/C=c1\s/c(=C\c2ccc(C(=O)OC)cc2)c(=O)n1CC(=O)Nc1ccccc1	-4%
Cc1ccc(-c2csc(NC(=O)CSc3nc4ccccc4c(=O)n3CCCN(C)C)n2)cc1	-6%
Later entries:
SMILES	ERK EGF block
Cc1ccc(NCc2nnc(SCC(=O)Nc3nnc(C)s3)n2C)cc1	19%
COC(=O)c1nc(NC(=O)c2ccc(C(C)(C)C)cc2)n[nH]1	-19%
Cc1ccccc1NC1=NC2(CCCC2)N=C(N)N1	-1%
CCC(=O)N(CCC1(C(C)C)CCOC(C)(C)C1)C(C)c1cccs1 (stereo not drawn)	-6%[57.5 µM]
Clc1cnccn1	2%[25.7 µM]
CC(NC(=O)COc1ccccc1)C(c1cccs1)N1CCCC1 (stereo not drawn)	-11%
COc1ccc(-c2[nH]ncc2CN(C)Cc2ccccn2)c(OC)c1	-9%
O=C(COC(=O)c1cccc(N2C(=O)c3ccccc3C2=O)c1)Nc1ccccc1	6%
Cc1ccc(S(=O)(=O)N[C@@H](Cc2ccccc2)C(=O)CCl)cc1	16%
C/C(=C/C(=O)O)C(=O)Nc1cccc(C(F)(F)F)c1	-5%
Fc1ccc(COc2ccc(-c3nnco3)cc2)cc1	-16%[57.5 µM]
CCCCC[C@H](O)/C=C/[C@H]1C=CC(=O)[C@@H]1CCCCCCC(=O)O	-16%
COC1C=CC(CNC(=O)c2cc3c(=O)n4cccc(C)c4nc3n2C)(OC)O1 (stereo not drawn)	-4%
Cn1c(N)c(C(=O)COC(=O)CSc2ccccc2)c(=O)n(C)c1=O	-5%
COc1cc(O)c(C(CCN2CCCC(C)C2)c2ccc(N(C)C)cc2)c(OC)c1 (stereo not drawn)	?
O=C(OC1CCOC1=O)c1cccc(S(=O)(=O)N2CCc3ccccc3C2)c1 (stereo not drawn)	5%
Cc1cc(C)nc(N/N=C/c2ccc(Cl)cc2)n1	31%[57.5 µM]
COc1ccc(/C=C2/C(=O)N(Cc3ccccc3)N=C2C)cc1	-1%
CSc1nc(C(=O)N2CCCC(C(=O)c3ccc(Cl)cc3)C2)cs1 (stereo not drawn)	0%
CCCN1C(=O)/C(=C/c2ccc(OCC(=O)OCC)cc2)NC1=S	32µM*
CNC(=O)C(NC(=O)c1ccccc1)=C(C)C	-12%[57.5 µM]
N#Cc1cc(C(=O)c2cc(Br)ccc2O)cn(Cc2ccccc2)c1=O	2%
COCCN(CCOC)c1nc(N)c2c(N)nc3c(c2c1C#N)CC(=O)N3Cc1ccc(Cl)cc1	3%
O=C(Nc1c(C(=O)O)[nH]c2ccccc12)c1cccc(C(F)(F)F)c1	0%[57.5 µM]
CCCCN(C)C(=O)c1nc2ccccn2c1CN1CCN(C/C=C/c2ccccc2)CC1	?
Clc1nc(-c2cccnc2)nc2scc(-c3ccccc3)c12	-1%
